# Screens: PubChem, National Center for Advancing Translational Sciences (NCATS)
# GAA inh: inhibitors of human lysosomal alpha-glucosidase; Potency, µM (top dose mostly 76.9 µM), for the others: at the highest dose activity change, negative = inhibition, usual class: inhibitors; purified human GAA, 4-MU-alpha-glucoside fluorescence; P10253; actives 0.005% (n = 200,000);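 note: plate controls were uninhibited enzyme wells for no effect and no-enzyme background for full effect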
#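 qHTS format, compound range up to 77 uM. Human lysosomal enzyme at 4 nM, 400 uM 4-MU glucoside substrate, pH 5.0, 20 min room temperature; fluorescence after alkaline stop gives activity normalized to controls.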
# ALDH1A1 block: blocks purified human ALDH1A1 activity; P00352; Purified ALDH1A1, NADH fluorescence, propionaldehyde substrate; Potency, µM (highest dose often 75.3 µM), inactives show at the top dose activity, negative = inhibition, most hits filed as inhibitors; actives 7.3% (n = 220,000); AID 1030; active = well fitted inhibition curve with a large enough effect, not every such curve was filed as active; inconclusive = small, poorly fitted or top-dose-only effect, or another doubt; inactive = no such curve, though single readings can be large or run the other way;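 note: plate controls were no enzyme wells and a reference inhibitor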
# Target sequence (P00352 whole entry, looked up): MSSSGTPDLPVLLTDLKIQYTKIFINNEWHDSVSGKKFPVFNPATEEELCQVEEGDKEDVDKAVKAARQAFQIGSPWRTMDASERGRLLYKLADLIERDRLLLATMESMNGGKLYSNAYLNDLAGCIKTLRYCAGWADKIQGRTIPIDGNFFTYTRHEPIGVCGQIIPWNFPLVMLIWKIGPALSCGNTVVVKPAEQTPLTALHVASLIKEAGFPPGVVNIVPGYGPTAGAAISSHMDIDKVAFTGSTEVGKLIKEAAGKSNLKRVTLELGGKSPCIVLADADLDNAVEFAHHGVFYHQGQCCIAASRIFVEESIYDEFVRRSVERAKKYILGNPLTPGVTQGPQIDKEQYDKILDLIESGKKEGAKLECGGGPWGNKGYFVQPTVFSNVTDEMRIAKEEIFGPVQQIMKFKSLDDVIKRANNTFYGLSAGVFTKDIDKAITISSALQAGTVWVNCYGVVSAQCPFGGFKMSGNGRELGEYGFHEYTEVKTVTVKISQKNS
# Epigenetic reg: epigenetic control regulation, reporter derepression; murine LDR cells, GFP reporter derepression, 30 h; Potency, µM (highest dose often 53.9 µM), without a hit: at the highest dose GFP activation, hits mostly activators; actives 0.2% (n = 280,000); note: % of control where 0% means no effect; nearly all actives have a fitted effect of over 60% in size
#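 Readout is the number of GFP-expressing murine LDR cells, counted by cytometry following washing. Cells were treated with compound for 30 h at 37 C; the stably integrated CMV-GFP locus is normally silent.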
# aGal spleen mod: alpha-galactosidase A (human) modulation | actives 0.008% (n = 240,000) | P06280 | human spleen homogenate, 4MU-alpha-Gal fluorescence, 40 min | Potency, µM (top dose mostly 80 µM), without a hit: top-dose activity change, negative = inhibition, usual class: inhibitors;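 note: 0% = enzyme with vehicle and -100% = no enzyme basal signal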
#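 qHTS titration in buffer at pH 5.0. Alpha-galactosidase activity in spleen homogenate was measured via 4-methylumbelliferone release from 1 mM fluorogenic substrate after 40 min at 37C and a pH 10 stop. AC50 came from Hill fits of control-normalized data.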
# GAA spleen mod: inhibitors or activators of human alpha-glucosidase in spleen homogenate; P10253; actives 0.006% (n = 240,000); human spleen homogenate, 4-MU-alpha-glucoside fluorescence; Potency, µM (highest dose often 79.9 µM), for the others: at the top dose activity change, negative = inhibition, hits mostly inhibitors;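 note: 0% = enzyme with vehicle and -100% = no enzyme basal signal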
#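 Human spleen homogenate (1 ug) incubated with compounds and 1 mM 4-methylumbelliferyl-alpha-D-glucopyranoside in pH 5.0 citrate/phosphate buffer, 37 C, 40 min. Stopped at pH 10; 4-MU fluorescence (Ex 365/Em 440 nm); AC50 by Hill fit.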
# Tau fluor counter: counter-screen for tau fibril formation inhibitors | tau K18 P301L (four-repeat tau fragment) Alexa594 fluorescence, heparin fibrillization | Potency, µM (highest dose often 57.7 µM), for the others: at the highest dose activity change, negative = decrease | actives 0.93% (n = 280,000) | AID 1463; note: % is set by controls: 0 for no effect and ±100 for the full control effect; nearly all actives have a fitted effect of over 55% in size
#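 Human K18 P301L tau (15 uM unlabeled plus 0.24 uM Alexa 594-labeled, final) in 100 mM sodium acetate pH 7 was mixed with compound and 20 uM heparin and incubated 6 hr at 37 C.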
# NPSR antag: neuropeptide S receptor (human) antagonism, cAMP; Q6W5P4; actives 1% (n = 220,000); AID 1461; Potency, µM (highest dose often 38.3 µM), without a hit: top-dose activity change, negative = inhibition, hits mostly inhibitors; CHO-NPSR cells, cAMP TR-FRET, antagonist mode; note: % is set by controls: 0 for no effect and ±100 for the full control effect; nearly all actives have a fitted effect of over 50% in size; many of its hits are not listed in these tables
# Target sequence (Q6W5P4 whole entry, looked up): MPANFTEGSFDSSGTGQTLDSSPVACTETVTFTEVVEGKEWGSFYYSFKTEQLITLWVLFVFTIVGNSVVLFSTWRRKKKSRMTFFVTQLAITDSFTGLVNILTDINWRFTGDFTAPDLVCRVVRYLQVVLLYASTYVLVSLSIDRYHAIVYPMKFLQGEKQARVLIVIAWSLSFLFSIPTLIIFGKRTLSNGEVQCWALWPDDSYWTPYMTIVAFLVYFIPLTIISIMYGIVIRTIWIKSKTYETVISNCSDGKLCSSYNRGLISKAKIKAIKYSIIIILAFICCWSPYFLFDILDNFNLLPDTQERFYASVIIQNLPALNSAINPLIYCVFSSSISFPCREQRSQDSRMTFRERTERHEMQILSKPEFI
# GAA glycogen: GAA glycogen-cleavage inhibition or activation. recombinant GAA, glycogen substrate, Amplex Red glucose oxidase fluorescence. P10253. AID 2100. Potency, µM (series often up to 76.4 µM), without a hit: at the top dose activity change, negative = inhibition, actives largely listed as inhibitors. actives 0.38% (n = 300,000);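 note: 0% = full enzyme reaction and -100% = no-enzyme basal signal; the screen sought inhibitors and activators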
#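 Recombinant human enzyme (4 nM); glycogen substrate; 37 C, 40 min, pH 5.0. Readout: coupled glucose oxidase/Amplex Red fluorescence.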
# The depositor's hits bear a star; ? = inconclusive; . = not tested or not shown; & = joins results of further samples; [ ] = remark or other dose. Unless noted, calls come from the whole dose curve; as a rule, active = well fitted curve in the direction sought with a large enough effect; inconclusive = small, poorly fitted or top-dose-only effect, or another doubt; inactive = no such curve, though single readings can be large; an effect the other way counts as inactive or inconclusive. Potency is the fitted concentration of half-maximal effect. Not all compounds are listed. The share of hits here may be higher or lower than overall.
# Results follow in this order: GAA inh	ALDH1A1 block	Epigenetic reg	aGal spleen mod	GAA spleen mod	Tau fluor counter	NPSR antag	GAA glycogen
Nc1c(C(=O)Nc2ccccc2)sc2ncc([N+](=O)[O-])cc12
    -9%[15.4 µM]	5%	16%	3%	2%	-12%	-10%	8%
CC(C)(C)c1cc(N/C=C\c2nnnn2-c2ccc(Br)cc2)no1
    0%	7%	-1.2%	8%	6%	0%	-9%[46.1 µM]	-2%
Cc1cc(C)nc(N2CCCC(C(=O)NCCc3ccc(F)cc3)C2)n1 (stereo unspecified)
    1%	0%	-2.0%	5%	2%	-4%	8%[46.1 µM]	6%
CCCCc1ccc(NS(=O)(=O)c2cccs2)cc1
    1%	7%	-1.0%	-2%	-3%	-4%	-12%[46.1 µM]	-8%
CC(Sc1cccc(C(F)(F)F)c1)C(=O)NC(N)=O (stereo unspecified)
    10%	7%	5.7%	4%	-2%	-3%	-7%[46.1 µM]	9%
CCC(O)(CCN1CCCCC1)c1ccccc1 (stereo unspecified)
    -4%	9%	-1.0%	-9%	-5%	1%	-8%[46.1 µM]	13%
Cc1ccccc1OCc1n(CC(=O)OC2CC(C)CCC2C(C)C)c2ccccc2[n+]1C (stereo unspecified)
    -8%&-2%	9%&0%	0.3%&4.5%	1%&7%	-4%&-1%	-5%&-16%	?	4%&3%
COc1ccc(-c2nc3ccccc3s2)cc1
    10%	-15%	-1.1%	-1%	-3%	1%	-12%	-8%
CCn1cc(C(=O)O)c(=O)c2cnc(N3CCN(C(=S)NC(=O)c4ccc(Cl)cc4)CC3)nc21
    .	.	-2.3%	-5%	-7%	-6%	-8%	1%
CCOc1cc(C(=O)NCc2ccc(-c3nc4ccccc4o3)cc2)cc(OCC)c1OCC
    -27%	-8%	-0.9%	-3%	0%	-26%	3%[46.1 µM]	0%
O=C(CN1C(=O)C(=O)c2ccccc21)OCN1C(=O)c2ccccc2C1=O
    10%	4%	-1.1%	-1%	-3%	9%[2.34 µM]	-12%	2%
N#Cc1nc(Cc2cccc3ccccc23)oc1NCc1ccc(F)cc1
    -3%	-4%	0.0%	-2%	-12%	?	-14%[46.1 µM]	?
CC(C)OC(=O)C(C(=O)C(F)(F)F)c1cc(NS(=O)(=O)c2ccc3ccccc3c2)c2ccccc2c1O (stereo unspecified)
    -9%	?	0.0%	-12%	-5%	?	?	?
COc1cccc(CC(C(=O)Nc2cc(C)ccc2C)c2nn[nH]n2)c1OC (stereo unspecified)
    3%	0%	1.3%	2%	-6%	-10%	-9%[46.1 µM]	-2%
Cc1cc(C)n(C(=O)Cn2nc([N+](=O)[O-])cc2C)n1
    -1%	4%	1.3%	3%	.	1%	17%	1%
Cc1ccc(/C=C/C(=O)c2ccc(O)cc2)cc1
    .	.	2.5%	1%	-1%	-21%	-29%	-8%
O=C(CSc1nc2ccccc2c(=O)n1-c1ccc(Cl)cc1)c1ccco1
    6%	1%	2.1%	-15%	-22%	-18%	-12%[46.1 µM]	2%
COc1ccc(OC)c(C2CC(=O)N3CN(c4cccc(Cl)c4)CSC3=C2C#N)c1 (stereo unspecified)
    0%[15.4 µM]	35µM*	0.2%	2%	-15%	?	0%[46.1 µM]	-21%
O=C(Nc1ccc(Cl)cc1)Nc1cnccn1
    4%	-1%	-4.1%	-4%	1%	-19%	9%	12%
CC(Oc1ccccc1)C(=O)Nc1ccc(S(=O)(=O)N2CCOCC2)cc1 (stereo unspecified)
    -3%	4%	-0.7%	5%	5%	3%	-8%[46.1 µM]	-1%
CC(=O)c1ccc(NC(=O)c2ccc(NC(=O)CCS(=O)(=O)c3cccs3)cc2)cc1
    5%	-6%	-4.4%&-1.8%	-19%	-7%	?	-18%	19%
COc1ccc(N(CC(=O)NC(C)(C)C)S(=O)(=O)c2ccccc2)cc1OC
    -21%	6%	-3.2%	-1%	6%	-8%	-3%[46.1 µM]	-4%
CCOc1cc(N2CCOCC2)c(OCC)cc1NC(=O)CN1C(=O)NC2(CCCCCCC2)C1=O
    12%	6%	-1.1%	-5%	-3%	-18%	-25%	8%
CC(C)Cn1c(N)c(C(=O)COC(=O)c2cc(C3CC3)nc3ccccc23)c(=O)n(C)c1=O
    -3%	?	-1.3%&1.6%	-6%&2%	-12%&4%	?	-19%	-3%
CC1CN(C(=O)c2cnn3c(C(F)F)cc(-c4ccccc4)nc23)CC(C)O1 (stereo unspecified)
    1%	?	1.3%	-7%	-13%	2%	17%[46.1 µM]	4%
Cc1cc(NC(c2ccc(Cl)cc2)c2ccc3cccnc3c2O)no1 (stereo unspecified)
    -5%	-2%	-6.9%	4%	-7%	-24%	-29%[46.1 µM]	1%
CC1=NN(c2ccccc2)C(=O)/C1=C/c1cc(C)n(C2CC2)c1C
    -1%	5%	?	0%	-6%	-9%	-30%	-22%
CCOc1cccc(=O)c2c(C)n(-c3ccc(C(=O)O)cc3)c(C)c12
    .	4%	1.2%	0%	2%	-10%	45%	11%
CCOc1ccc(Nc2nc(Nc3ccc(O)cc3)nc(C)c2[N+](=O)[O-])cc1
    10%	-5%	-0.1%	6%	2%	-16%	5%	7%
O=C(/C=C/c1ccccc1)NCCc1ccccc1
    .	.	1.1%	3%	7%	-15%	6%	-17%
CCCNC(=O)COC(=O)c1cccnc1Nc1ccccc1F
    4%	2%	-0.9%	-9%	0%	-14%	7%	4%
CC(=O)c1ccc(NC(=O)COC(=O)CCC(=O)c2cccs2)cc1
    -10%	12%	1.0%	1%	0%	-11%	1%	-4%
CCCn1c(C)cc(/C=C(\C#N)C(=O)OCC(=O)NC(=O)NC(C)(C)C)c1C
    ?	1%	?	0%	2%	-22%	-8%[46.1 µM]	2%
NS(=O)(=O)c1ccc(CCn2c(=S)[nH]c3ccccc3c2=O)cc1
    1%	-5%	1.1%	8%	8%	6%	0%	9%
O=S(=O)(Nc1cc(Sc2cccc3cccnc23)c(O)c2ccccc12)c1ccc(F)cc1
    -6%	28µM*	3.8%	0%	-4%	14µM*[quencher]	-7%	4%
Clc1ccc(C2=NCCN2)cc1
    5%	4%	-1.3%	-4%	-2%	10%	10%	6%
O=S(=O)(NCCC1=CCCCC1)c1cccc(S(=O)(=O)N2CCOCC2)c1
    ?	10µM*	-3.4%	4%	-3%	-25%	-6%[46.1 µM]	-12%
CCOC(=O)C1(CC2CCCCO2)CCN(C(=O)NCc2ccccc2)CC1 (stereo unspecified)
    .	16%	-1.2%	5%	11%	-1%	2%	-9%
COc1ccc(/C=N/NC(=O)c2cc(C)n(-c3ccccc3)c2C)cc1OC
    -8%	?	7.2%	-8%	-3%	-16%	-9%	1%
CC(C)c1nc2sc3c(=O)n(N)cnc3c2c2c1COC(C)(C)C2
    4%	?	-0.1%	13%	2%	0%	12%	1%
CC(=O)Oc1ccc(C(=O)[C@H]2[C@H]3C(=O)N(c4ccc(C)cc4)C(=O)[C@H]3[C@@H]3C=CC=NN32)cc1
    -6%	20µM*	-1.9%	-6%	-21%	-23%	-9%	-1%
Cc1ccc(NC2Sc3ccccc3NC2=O)cc1 (stereo unspecified)
    6%	25µM*	2.3%	3%	12%	-22%	-8%	6%
O=C(/C=C/c1cccc(Cl)c1)NCc1ccncc1
    -3%	-12%	0.0%	1%	-3%	-1%	?	18%
Cc1ccc(C)c2[nH]c(=O)c(CN(Cc3cccnc3)C(=S)NCc3ccco3)cc12
    .	.	3.1%	13%	6%	-9%	-30%	6%
Cc1cc(/C=N/NC(=O)c2ccccn2)c(C)n1-c1cccc([N+](=O)[O-])c1
    5%	?	6.7%	-3%	-2%	-6%	-5%	?
Cc1cc(N2CCN(C(=O)c3ccco3)CC2)n2nc(C)c(-c3ccc(Cl)cc3)c2n1
    2%	7%	0.0%	7%	-10%	-5%	1%[46.1 µM]	2%
COc1ccc(C)cc1NC(=O)CCS(=O)(=O)c1cccc2nonc12
    ?	-5%	-1.3%	-5%	0%	-21%	-12%[46.1 µM]	4%
CC(CO)N1CCS(=O)(=O)CC1 (stereo unspecified)
    -1%	1%	-2.1%	-5%	-3%	0%	-4%[46.1 µM]	-1%
CCOc1ccc(NC(=O)CN2CCN(CC(=O)Nc3ccc4c(c3)OCCO4)CC2)cc1
    -6%	8.9µM*	0.0%	2%	-2%	-3%	-20%[46.1 µM]	7%
CCOC1(c2ccccc2)OC(=O)c2ccccc21 (stereo unspecified)
    0%	11%	-5.1%	-6%	3%	-3%	-3%	3%

# Structural class: those above containing a furan ring, fused or not.
# Results follow in this order: GAA inh	ALDH1A1 block	Epigenetic reg	aGal spleen mod	GAA spleen mod	Tau fluor counter	NPSR antag	GAA glycogen
O=C(CSc1nc2ccccc2c(=O)n1-c1ccc(Cl)cc1)c1ccco1
    6%	1%	2.1%	-15%	-22%	-18%	-12%[46.1 µM]	2%
Cc1ccc(C)c2[nH]c(=O)c(CN(Cc3cccnc3)C(=S)NCc3ccco3)cc12
    .	.	3.1%	13%	6%	-9%	-30%	6%
Cc1cc(N2CCN(C(=O)c3ccco3)CC2)n2nc(C)c(-c3ccc(Cl)cc3)c2n1
    2%	7%	0.0%	7%	-10%	-5%	1%[46.1 µM]	2%

# Following part.
# Results follow in this order: GAA inh	ALDH1A1 block	Epigenetic reg	aGal spleen mod	GAA spleen mod	Tau fluor counter	NPSR antag	GAA glycogen
O=Cc1cnc(N2CCN(Cc3ccccc3)CC2)s1
    4%	0.79µM*	1.6%	2%	-1%	3%	1%	-2%
CCOC(=O)c1cc(-c2ccc(OC)cc2)n(CCC(=O)NCCN2CCC(C)CC2)c1C
    -6%	4%	-1.5%	12%	10%	-14%	-27%	4%
CC(C)Cn1c(=S)[nH]c2ccccc2c1=O
    -10%	?	0.0%	2%	-12%	-10%	-32%	-2%
O=C(Nc1cccc(F)c1)N1CC=C(n2c(=O)[nH]c3ccccc32)CC1
    2%	-4%	0.0%	1%	4%	4%	-17%[46.1 µM]	-4%
Cc1c(C(=O)Oc2cccc3ccccc23)cnn1-c1ccccc1
    -1%	?	-0.2%	-1%	4%	-29%	-18%[46.1 µM]	-9%
CC(C)(C)c1cc(NS(=O)(=O)c2ccc3c(c2)OCCO3)on1
    -1%	-14%	-3.5%	-3%	-5%	1%	-11%[46.1 µM]	3%
O=C(CCNS(=O)(=O)c1cccc2nonc12)N1CCN(c2cccc(Cl)c2)CC1
    -5%	2µM*	3.0%	-3%	-5%	-25%	-20%[46.1 µM]	0%
